# APP 5UTR inh: inhibitors of APP translation via 5'UTR reporter, primary screen, APP 5'UTR luciferase, SH-SY5Y cells; SH-SY5Y APP 5'UTR-luciferase reporter, luminescence; inhibition, % at 2 µM; 190,000 tested, 0.82% active;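 active = inhibition above a set limit, derived from the sample mean plus 3 SD, cut at about 45% in these data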; also: values of inactives mirror those of a sister screen read the other way
# STAT1 act: STAT1 signaling activators, primary screen, cell-based, HTS, luciferase reporter. NIH 3T3 STAT1-luciferase reporter, IFN-gamma, luminescence; 100% = IFN-gamma alone, no compound. activation (% of control), % at 5.5 µM. 200,000 tested, 2.6% active. AID 932, 2007;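 active = activation above the screen-wide mean activation plus 3 SD, cut at about 130% in these data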;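 also: raw ratio to IFN-gamma control signal so 100% means no change and 0% no light; values of inactives mirror those of a sister screen read the other way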
# DTT redox prof: compounds producing H2O2 with reducing agent – biochemical, NIH compound library profiling, artefact control for MLSCN library redox annotation, primary screen. DTT-dependent redox cycling H2O2, phenol red/HRP absorbance; 100% = 100 µM peroxide control, 0% = buffer. activation, % at 10 µM. 200,000 tested, 0.03% active. AID 878, 2007;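 active = activation of at least 50% relative to the plate's high and low controls in the primary single-dose screen; inactive = activation below 50%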;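 also: compound incubated with DTT at 0.8 mM final as the reducing agent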
# FLuc stim CS: FLuc activators, initial screening, artefact control for FLuc-dependent activation tests, biochemical, ATPlite luminescence; activation factor at 10 µM; ATPlite luciferase biochemical, 10 min; 0 = ATP-free wells, 1 = DMSO control; AID 1027, 2008; 200,000 tested, under 10 active; Luciferin 4-monooxygenase (Photinus pyralis), P08659;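 active = luciferase activation factor, scaled between plate controls, of at least 2 with compound at 10 µM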
# Target sequence (P08659 whole entry, looked up): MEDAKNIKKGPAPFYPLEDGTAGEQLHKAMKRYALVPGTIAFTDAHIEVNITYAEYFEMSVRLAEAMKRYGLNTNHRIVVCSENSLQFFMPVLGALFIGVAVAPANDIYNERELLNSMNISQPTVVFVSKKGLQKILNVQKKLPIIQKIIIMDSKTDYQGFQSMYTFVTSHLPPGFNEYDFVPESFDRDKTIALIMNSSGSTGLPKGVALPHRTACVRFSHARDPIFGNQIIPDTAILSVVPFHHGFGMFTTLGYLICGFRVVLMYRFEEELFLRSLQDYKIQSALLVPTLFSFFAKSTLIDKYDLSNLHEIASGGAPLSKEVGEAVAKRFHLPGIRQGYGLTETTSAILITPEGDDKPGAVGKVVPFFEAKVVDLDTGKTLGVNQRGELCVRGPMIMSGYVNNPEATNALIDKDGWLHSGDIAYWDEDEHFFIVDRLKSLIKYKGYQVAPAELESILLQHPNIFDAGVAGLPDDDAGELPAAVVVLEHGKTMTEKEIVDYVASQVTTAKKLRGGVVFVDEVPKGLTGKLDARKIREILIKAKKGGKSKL
#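 System: luciferase plus luciferin reagent, cell-free; medium: PBS as buffer for the ATP substrate; dosing: test compounds dosed from 2 mM stocks in 100% DMSO; timing: 10 min post-reagent at room temperature; measured by: luminescence measurement of luciferase light output; evaluation: luciferase activation, seen as luminescence increase over controls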
# FLuc inhib CS: firefly luciferase enzyme inhibitors, primary screen, artefact control for luciferase-based inhibitor screens, biochemical, luminescence, ATPLite. Luciferin 4-monooxygenase (Photinus pyralis), P08659. 10 min. inhibition, % at 10 µM. 200,000 tested, 1.5% active. AID 1006, 2008;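 active = inhibition above about 50% when tested at 10 µM, limit read from the data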
# APP 5'UTR act: activators of APP 5'UTR luciferase reporter, primary screen, SH-SY5Y cells | 190,000 tested, 1% active | activation, % at 2 µM | SH-SY5Y APP 5'UTR luciferase reporter, luminescence; zero percent = DMSO vehicle wells;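 active = activation above a set limit, based on mean plus 3 SD of controls, cut at about 140% in these data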; also: values of inactives mirror those of a sister screen read the other way
# Hsp70 activator: Hsp70 transcriptional activators, primary screen, cell-based, HeLa, Hsp70 promoter luciferase, luminescence, 10 µM. HeLa Hsp70 promoter luciferase reporter; scaled: vehicle 0, proteasome-inhibitor control 100%. activation, % at 10 µM. 200,000 tested, 0.04% active;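 active = activation above the mean across all tested compounds plus 3 SD, cutoff set per campaign, cut at about 5.5% in these data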;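 also: 100% = MG132 at 30 µM as the positive control and 0% = DMSO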
# NF-kB expr up: activators of NF-kB expression in neurons, primary screen, cell-based, HTS. human neuronal cells, NF-kB reporter expression; hits give high values. fold change at 12.5 µM. 190,000 tested, 1.6% active. AID 1239, 2008; in the data active = fold change above about 3.3
# Efa HMGR inh: inhibitors of E. faecalis class II HMGR, primary screen, biochemical, Enterococcus faecalis; HMG-CoA reductase (Enterococcus faecalis, mvaE); purified E. faecalis HMGR, NADPH absorbance 340 nm kinetic; inhibition, % at 10 µM; 190,000 tested, 0.41% active; AID 1066, 2008;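 active = inhibition above a set limit, the median over all tested compounds plus 3 SD, cut at about 9.5% in these data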;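 also: enzyme runs in reverse so mevalonate oxidation gives rising NADPH absorbance; 0% = complete reaction with DMSO and 100% = background rate lacking mevalonate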
# G6PDH counter: L. mesenteroides G6PDH inhibitors, counter-screen for G6PDH-coupled screening assays, biochemical, Leuconostoc mesenteroides enzyme; AID 1020, 2008; 200,000 tested, 0.12% active; inhibition, % at 5 µM; Purified L. mesenteroides G6PDH, diaphorase/resazurin coupled fluorescence, 45 min; glucose-6-phosphate dehydrogenase [Leuconostoc mesenteroides]; in the data active = inhibition above about 50%
# * marks the source's active call; other numbers are inactive results; x = not tested or not shown.
SMILES,APP 5UTR inh,STAT1 act,DTT redox prof,FLuc stim CS,FLuc inhib CS,APP 5'UTR act,Hsp70 activator,NF-kB expr up,Efa HMGR inh,G6PDH counter
CCC(=O)Oc1ccc(/C(CC)=C(\CC)c2ccc(OC(=O)CC)cc2)cc1,-5.2,101.8,0.0,1.1,-8.9,5.2,-0.4,1.07,-5.6,3.2
O=C(CSc1nnnn1-c1ccc(F)cc1)Nc1nc2ccccc2s1,0.1,97.2,1.6,1.1,-6.5,-0.1,0.0,0.98,-2.5,2.6
O=C(O)C1CCN(c2c([N+](=O)[O-])cc(C(F)(F)F)cc2[N+](=O)[O-])CC1,5.2,103.6,2.0,1,-2.5,-5.2,-0.2,1.27,-6.9,5.9
Clc1ccc(-c2csc3ncnc(Cl)c23)cc1,-20.5,99.3,0.0,1,-4.2,20.5,-0.3,1.12,-0.2,15.2
Cc1ccc2c(c1)cc(CN(Cc1cccnc1)C(=O)c1ccccc1)c1nnnn12,-7.3,88.7,7.3,1.1,-5.0,7.3,-0.3,1.03,-2.7,13.7
CCCCCOC(=O)Nc1ccc(S(=O)(=O)Nn2cnnc2)cc1,-15.2,104.5,-3.4,1,-4.2,15.2,-0.1,0.91,-2.8,-1.6
Cc1ccc(NC(=O)c2noc3c2CC(C(C)(C)C)CC3)cc1 (centres undefined),-13.6,99.2,0.1,1,-3.5,13.6,-0.1,1.2,3.9,-0.7
CCN(CC)S(=O)(=O)c1ccc(C(=O)N2CCc3ccccc32)cc1,-5.1,91.4,0.1,1,0.3,5.1,-0.1,1.05,-1.0,1.3
Cn1c(=O)c2[nH]c(N3CCOCC3)nc2n(-c2ccccc2)c1=O,-2.2,99.7,-1.1,1,-4.4,2.2,-0.3,1.17,0.9,1.1
CC(C)(C)OC(=O)C1C(=O)CC(C)(O)C(C(=O)OC(C)(C)C)C1c1cccnc1 (centres undefined),-9.9,94.4,0.1,1.1,-7.2,9.9,-0.2,1.02,-6.1,6.1
COc1ccc(S(=O)NC2CCCCC2)c(OC)c1C (centres undefined),3.4,103.3,-1.4,1,-0.1,-3.4,-0.2,1.05,0.7,6.7
COc1ccc(CC(=O)Nc2c3c(nn2-c2ccccc2C)CS(=O)C3)cc1 (centres undefined),-11.0,92.2,1.6,1.1,-6.4,11.0,-0.1,0.59,-1.0,0.5
Nc1nc2ccccc2n1CCOc1ccccc1Cl,-2.1,93.8,-0.4,1.1,-8.0,2.1,-0.3,1.16,-3.0,2.7
C[C@H]1C=C(C(=O)N2CCN(Cc3ccc4c(c3)OCO4)CC2)O[C@@H](OCc2ccc(CO)cc2)C1,14.3,90.1,-0.4,1,-4.4,-14.3,-0.2,0.85,-0.1,10.0
O=C(Cn1ccc([N+](=O)[O-])n1)N1CCc2ccccc21,-9.5,98.5,-0.4,1.1,-6.4,9.5,-0.1,0.86,1.8,-1.4

# Random excerpt: 2 compounds from above
SMILES,APP 5UTR inh,STAT1 act,DTT redox prof,FLuc stim CS,FLuc inhib CS,APP 5'UTR act,Hsp70 activator,NF-kB expr up,Efa HMGR inh,G6PDH counter
COc1ccc(S(=O)NC2CCCCC2)c(OC)c1C (centres undefined),3.4,103.3,-1.4,1,-0.1,-3.4,-0.2,1.05,0.7,6.7
O=C(Cn1ccc([N+](=O)[O-])n1)N1CCc2ccccc21,-9.5,98.5,-0.4,1.1,-6.4,9.5,-0.1,0.86,1.8,-1.4

# (further entries)
SMILES,APP 5UTR inh,STAT1 act,DTT redox prof,FLuc stim CS,FLuc inhib CS,APP 5'UTR act,Hsp70 activator,NF-kB expr up,Efa HMGR inh,G6PDH counter
COc1ccccc1NC(=O)/C(=N/OCc1ccc(F)cc1)C(C)=O,-16.2,102.4,-0.4,1.1,-8.4,16.2,0.0,1.13,-1.4,10.0
Cc1cc(C)c2nc(-c3cccnc3)cc(C(=O)Nc3ccc(S(=O)(=O)Nc4onc(C)c4C)cc3)c2c1,-7.9,101.6,-1.8,1.1,-6.5,7.9,-0.2,1.39,-2.1,0.4
O=C(N/N=C/c1cn(-c2ccccc2)nc1-c1cccnc1)c1ccc(F)cc1,5.5,108.9,-3.6,1,1.6,-5.5,-0.3,0.91,-6.9,1.1
CCn1cc(C(=O)N2CCN(c3ccc(F)cc3)CC2)c2cc(OC)c(OC)cc2c1=O,47.7*,101.8,-0.1,1,-3.6,-47.7,0.1,1.25,-2.6,-0.1
CCCNC(=O)CN(C)S(=O)(=O)c1c(C)cc(C)cc1C,-12.5,97.7,0.7,1.1,-5.1,12.5,-0.3,1.16,-3.6,1.8
CCC(=O)Nc1cccc(C(=O)/C=C/c2ccc(F)cc2)c1,-21.7,102.2,-0.7,0.8,18.8,21.7,0.8,3.84*,-2.7,1.3
Cc1cccc2cc(C(c3nnnn3CC3CCCO3)N3CCOCC3)c(=O)[nH]c12 (centres undefined),8.7,102.5,2.1,1,-4.3,-8.7,-0.5,1.37,0.3,0.3
c1ccc2sc(NC3=NCN(CC4CCCO4)CN3)nc2c1 (centres undefined),10.7,115.0,0.2,1,-1.2,-10.7,0.0,1.71,-3.6,0.4
CC(/C=N\NC(=O)c1ccc(C)nc1)=C\c1ccccc1,12.4,100.2,0.8,0.6,42.5,-12.4,-0.4,1.27,-9.0,-5.6
Cc1c(N=C2SCC(=O)N2/N=C/c2ccccc2Cl)c(=O)n(-c2ccccc2)n1C,26.4,101.7,0.1,1.1,-5.2,-26.4,-0.2,1.15,-1.6,5.6
Cc1ccc(OCc2nnc(SCC(=O)CC(=O)Nc3ccccc3)o2)cc1,-11.0,91.7,2.1,1.1,-7.2,11.0,-0.1,1.12,-6.5,0.2
COc1cccc(NC(=O)/C=C/c2ccccc2[N+](=O)[O-])c1,-137.8,153.8*,0.1,0.8,22.8,137.8*,-0.1,3.65*,-3.7,11.4
CCOC(=O)CC(=O)CSc1nc2c(c(C)c1C#N)CCC2,15.7,93.7,2.9,0.7,28.9,-15.7,0.1,1.05,-9.5,3.6
NC1=NC(=O)S/C1=C\c1ccc(O)cc1,-8.0,101.4,0.0,1,-4.0,8.0,-0.2,1.24,-5.8,2.9
CCC(CC)=N/N=C/c1c(O)n(CC)c2cc(C3=NNC(=O)CC3)ccc12,0.5,85.6,1.3,1,4.7,-0.5,-0.4,0.33,-8.1,9.3
NC(=O)c1ccccc1N/C=C/C(=O)c1ccco1,-78.1,133.5*,0.7,0.6,39.6,78.1,0.5,1.5,-0.2,-18.0
Cc1ccc(C(=O)Nn2cnc3scc(-c4cccs4)c3c2=O)c(O)c1,11.8,94.2,0.2,1.1,-5.1,-11.8,-0.4,1.17,-5.3,8.1
COC(=O)CCCC(=O)N1CCCC(CCC(=O)NCc2ccc(F)c(F)c2)C1 (centres undefined),3.8,100.4,-0.1,1,2.9,-3.8,-0.1,1.42,-1.2,1.5
COC(=O)CCC(=O)N1CCCC(CO)(Cc2ccccc2)C1 (centres undefined),-62.6,146.4*,-0.4,1.1,-7.8,62.6,0.1,2.37,0.3,6.0
CC1(c2ccccc2Cl)NC(=O)N(CC(=O)NC(=O)NCc2ccco2)C1=O (centres undefined),-10.3,99.0,1.5,1,0.0,10.2,-0.3,1.12,-2.6,-3.0
CCCCCn1c(=O)[nH]c2cc(C(=O)NCc3ccccn3)ccc2c1=O,12.2,102.2,0.1,1.1,-8.7,-12.2,-0.2,1.08,1.2,-3.7
O=C(/C=C/c1ccc(N2CCC(c3ccccc3)=N2)cc1)c1ccccc1,-0.4,108.9,1.4,1,-3.0,0.4,0.3,1.07,-0.9,11.2
CCC(=O)N1CCN(c2ccc(Cl)cc2NC(=O)c2ccc(Br)o2)CC1,-13.0,101.4,2.4,x,x,13.0,-0.5,x,x,x
CN(Cc1cn(-c2ccccc2)nc1-c1ccc(Cl)cc1)C(=O)CCC(=O)O,-17.7,106.6,0.0,1,3.4,17.7,-0.4,1.11,-6.6,1.9
Nc1nc(-c2ccccc2)nn1S(=O)(=O)c1ccccc1,4.7,111.7,0.6,1.1,-7.5,-4.7,-0.1,1.06,2.2,11.1
CC(C)c1nc(SCC(=O)Nc2ccc(N3CCOCC3)cc2)c2ccccc2n1,4.7,92.8,0.3,1.1,-9.3,-4.7,-0.5,0.92,2.9,-0.9
CC1CCC/C(=N\NC(=O)c2ccncc2)C1 (centres undefined),3.3,99.1,-0.1,1.1,-6.0,-3.4,-0.5,1.27,-6.4,-2.1
CCn1cnc2sc(C)c(C)c2c1=O,27.1,105.4,0.1,1.1,-5.0,-27.1,-0.2,0.83,-0.9,-3.0
COc1ccccc1/C=N\Nc1cn[nH]c(=O)c1Cl,-10.8,88.6,0.5,1,-1.6,10.8,-0.1,9.09*,-1.6,5.3
Cc1ccc(-n2nc(C)c3c(=O)[nH]c(C(F)(F)F)nc32)cc1,9.4,99.9,0.2,1,-2.4,-9.4,-0.4,2.36,2.1,0.2
COc1ccccc1CCNC(=O)CSc1ccc(-c2ccco2)nn1,-5.5,99.2,-0.1,1,0.8,5.5,-0.3,0.97,-3.1,13.0
O=C(O)c1cccc(N/N=C/c2cccs2)c1,9.0,46.5,0.5,0.6,43.7,-9.0,-0.5,15*,-0.1,12.0
COC(=O)c1ccc(C)c(NC(=O)CN(c2ccccc2)S(=O)(=O)N(C)C)c1,3.3,104.3,-0.7,1.1,-7.3,-3.3,-0.2,0.91,-4.7,1.8
O=C(Nc1ccccc1)Nc1cccc2cccnc12,-125.8,121.0,-3.3,0.7,25.4,125.8,0.0,2.51,4.8,8.3
CC(C)(C)C(=O)Nc1sc2c(c1C#N)CCC2,-10.0,101.5,-0.1,1,-4.7,10.0,-0.2,1.15,-6.0,9.3
CCNC(=S)NNC(=O)C(c1ccccc1)c1ccccc1,15.6,96.5,1.9,1,0.3,-15.6,-0.2,0.99,-1.3,0.1
Cc1nnc(NC(=O)CSc2ncnc3c2cnn3-c2ccccc2C)s1,-2.8,100.5,0.3,1,-2.8,2.8,-0.2,0.85,-9.3,6.5
COCCn1c(-c2ccccc2)nc2c(c(=O)c3ccccc3n2C)c1=O,7.2,100.9,-0.4,1,3.1,-7.2,-0.1,1.06,-2.6,8.4
Clc1ccc(-c2csc(NNC3=NCCCCC3)n2)cc1,-1.4,105.2,-4.4,0.9,6.0,1.4,-0.4,0.94,2.4,2.2
CC1CCc2nc3ccccc3c(C(=O)OCC(=O)NC3CCS(=O)(=O)C3)c2C1 (centres undefined),8.7,93.2,-0.8,1.1,-8.0,-8.7,-0.1,0.83,-1.5,8.7

# Source: PubChem (several laboratories)
